# DAX1 inh-1 = DAX1 (NR0B1) inhibitors on StAR promoter, primary screen, cell-based, luminescence, SF-1 (NR5A1), full-length DAX-1. HEK293T StAR-luciferase reporter, SF-1/DAX-1 repression relief. inhibition, % at 6.8 µM. hit rate 1.1% among 370,000. AID 652010, 2013;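 active = inhibition above the mean over all tested compounds plus 3 SD, cut at about 3.6% in these data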;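 note: 0% = DAX-1 cells with DMSO and 100% = cells lacking DAX-1 with DMSO; higher inhibition means more luminescence from relief of DAX-1 repression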
# ADAM10 inh = human ADAM10 inhibitors, primary screen, biochemical, QFRET, HTS; Disintegrin and metalloproteinase domain-containing protein 10 (Homo sapiens), O14672; recombinant ADAM10, EDANS/DABCYL FRET peptide cleavage, 3 h; inhibition, % at 7 µM; hit rate 0.62% among 370,000;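 active = inhibition above a per-campaign cutoff equal to the mean of compounds falling between control-based bounds plus 3 SD, cut at about 20% in these data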;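 note: 0% = DMSO wells while the 100% control is not disclosed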
# hcDAF-12 act = H. contortus DAF-12 nuclear receptor activators, primary screen, cell-based, luminescence, HEK293, lit1-tk-luc reporter; HEK293 hcDAF-12 lit1-tk-luc reporter; 0% DMSO, 100% Δ7-dafachronic acid; activation, % at 6.8 µM; hit rate 1.4% among 370,000;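 active = activation above the mean of all tested compounds plus 3 SD, cut at about 5.5% in these data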;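 note: 100% = response to 3 µM Δ7-dafachronic acid high control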
# ADAM17 inh = ADAM17 inhibitors, primary screen, biochemical, QFRET; recombinant ADAM17, EDANS/DABCYL FRET peptide cleavage; Disintegrin and metalloproteinase domain-containing protein 17 (Homo sapiens), P78536; AID 720648, 2013; inhibition, % at 6.95 µM; hit rate 0.83% among 370,000;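 active = inhibition above the mean of compounds lying between control limits plus 3 SD, set per campaign, cut at about 8.5% in these data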;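 note: 0% = DMSO-only wells as the low control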
# Target sequence (P78536 215-824 limits assumed): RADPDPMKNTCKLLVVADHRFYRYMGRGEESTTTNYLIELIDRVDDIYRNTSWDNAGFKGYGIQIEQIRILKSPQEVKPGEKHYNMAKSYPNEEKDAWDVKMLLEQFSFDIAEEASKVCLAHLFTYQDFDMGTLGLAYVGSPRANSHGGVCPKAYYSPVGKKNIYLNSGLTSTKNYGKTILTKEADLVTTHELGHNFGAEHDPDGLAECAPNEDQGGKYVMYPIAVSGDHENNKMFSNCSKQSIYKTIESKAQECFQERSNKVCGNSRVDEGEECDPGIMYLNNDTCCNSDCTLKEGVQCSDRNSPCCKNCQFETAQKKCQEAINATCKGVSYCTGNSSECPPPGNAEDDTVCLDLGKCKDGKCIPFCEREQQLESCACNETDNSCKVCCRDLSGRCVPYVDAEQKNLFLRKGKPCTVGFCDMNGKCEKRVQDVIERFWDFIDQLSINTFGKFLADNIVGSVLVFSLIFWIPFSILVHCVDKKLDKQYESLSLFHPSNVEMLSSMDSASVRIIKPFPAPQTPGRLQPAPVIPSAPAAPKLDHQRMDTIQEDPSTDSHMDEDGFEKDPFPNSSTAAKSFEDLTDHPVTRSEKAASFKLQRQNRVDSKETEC
# NPR1 activator = GC-A stimulated cGMP production enhancers – HEK293 GC-A cells, cGMP TR-FRET, EC30 ANP, primary screen; 0% at EC30 ANP, 100% saturating ANP; Atrial natriuretic peptide receptor 1 (Homo sapiens), P16066; AID 1671463, 2021; hit rate 0.14% among 370,000; activation, % at 10 µM; in the data active = activation above about 40%
# PG9 Ab binder = binders of HIV-1 gp120 antibody PG9, primary screen, biochemical, TR-FRET; TR-FRET gp120-PG9 antibody binding; inhibition, % at 6.7 µM; hit rate 0.43% among 360,000; HIV-1 gp120 / PG9 antibody interaction; AID 624416, 2012; in the data active = inhibition above about 8.5%
# GAA850 FXN act = FXN promoter activators, primary screen, cell-based, luciferase luminescence, HEK293 lucGAA850; HEK293 lucGAA850 FXN promoter luciferase reporter, 24 h; percent of 10 µM SAHA response; activation, % at 6 µM; hit rate 0.56% among 360,000;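 active = activation above the average of all compounds screened plus 3 SD, cutoff fixed separately per campaign, cut at about 7.5% in these data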;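 note: 0% = DMSO wells and 100% = 10 µM SAHA wells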
# DAX1 inh-2 = DAX1 (NR0B1) inhibitors, primary screen, cell-based, HEK293, Gal4-DAX1, luciferase luminescence. HEK293 Gal4-DAX1 luciferase reporter. AID 504766, 2011. hit rate 0.99% among 340,000. Nuclear receptor subfamily 0 group B member 1 (Homo sapiens), P51843. inhibition, % at 6.75 µM;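 active = inhibition above the mean over all tested compounds plus 3 SD, cut at about 4.2% in these data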;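 note: 0% = DAX1-transfected cells with DMSO and 100% = empty-vector control cells with DMSO; inhibition shows as a rise in luminescence from relieved DAX1 repression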
# Target sequence (P51843 207-470 limits assumed): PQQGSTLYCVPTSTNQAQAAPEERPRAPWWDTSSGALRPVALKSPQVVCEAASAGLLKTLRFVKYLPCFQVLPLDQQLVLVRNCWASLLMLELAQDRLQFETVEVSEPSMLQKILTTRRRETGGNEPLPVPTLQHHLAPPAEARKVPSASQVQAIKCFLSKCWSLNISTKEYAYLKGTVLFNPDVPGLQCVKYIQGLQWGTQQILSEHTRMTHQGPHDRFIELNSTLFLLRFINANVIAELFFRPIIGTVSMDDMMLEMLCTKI
# SMARCA2 activ = SMARCA2 (BRM) function activators, primary screen, cell-based, luminescence, high throughput; MG213 cells, MMTV-luciferase reporter, dexamethasone, overnight; activation, % at 9.1 µM; hit rate 1% among 370,000; AID 652017, 2013; in the data active = activation above about 7.8%;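 note: 0% = vehicle wells and 100% = reference activator wells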
# ssDAF12 agonist = S. stercoralis DAF-12 nuclear receptor activators, primary screen, cell-based, luminescence, HEK293, GRIP1 co-expression, lit1-tk-luc | HEK293 ssDAF-12/GRIP1 lit1-tk-luc reporter; % of 3 µM dafachronic acid response | hit rate 1% among 370,000 | activation, % at 6.8 µM | AID 652126, 2013;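 active = activation above the mean over all tested compounds plus 3 SD, cut at about 0.9% in these data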;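 note: 0% = DMSO-only wells and 100% = 3 µM delta7-dafachronic acid wells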
# hgDAF12 agonist = H. glycines DAF-12 receptor agonists, primary screen, cell-based, luminescence, HEK293, GAL4 fusion, UAS-luciferase; HEK293 GAL4-hgDAF12 UAS-luciferase reporter, agonist luminescence; normalized to butyrate control; activation, % at 6.8 µM; hit rate 1.8% among 370,000; AID 687014, 2013;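 active = activation above a cutoff set at the mean of all screened compounds plus 3 SD, cut at about 10% in these data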;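 note: 0% = DMSO wells and 100% = sodium butyrate wells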
# Starred values were filed as active, the others as inactive; nt = not tested or not shown.
SMILES,DAX1 inh-1,ADAM10 inh,hcDAF-12 act,ADAM17 inh,NPR1 activator,PG9 Ab binder,GAA850 FXN act,DAX1 inh-2,SMARCA2 activ,ssDAF12 agonist,hgDAF12 agonist
COc1ccccc1C(CNC(=O)c1ccc(C)c(S(=O)(=O)N2CCCCC2)c1)N1CCCC1 (stereo not drawn),0.2,-18,1.7,-6,-2,1.9,-2.4,-1.0,-2,0.4,3.6
O=S(=O)(Nc1ccc(O)c(Sc2nc3ccccc3s2)c1)c1cccc2ccccc12,0.9,18,-1.7,9.0*,-4,0.2,1.4,1.0,-2,-0.9,2.4
COc1cccc(-c2cc(=O)c3cc(NC(=O)c4ccc(Cl)cc4)ccc3[nH]2)c1,-0.8,-2,-1.1,-5,-3,-0.8,-0.2,1.0,0,-1.1,-0.3
Cc1cn(CC(=O)NCCNc2ccc([N+](=O)[O-])cn2)c(=O)[nH]c1=O,-0.2,-7,0.0,1,3,0.5,3.8,1.0,-4,-0.8,2.1
Cc1ccc(S(=O)(=O)/N=C(/Nc2ccc([N+](=O)[O-])cc2)c2ccccc2)cc1,0.2,9,-0.9,3,-10,-0.5,1.0,-0.4,-3,-1.0,-1.1
Cc1ccc(Sc2ncccc2C(=O)NCC(c2ccc(F)cc2)N2CCOCC2)c(C)c1 (stereo not drawn),-2.0,-4,-2.4,-3,-5,0.9,0.7,-0.2,-2,-1.4,-0.7
Cc1ccc(C2C(C(=O)c3ccco3)=C(O)C(=O)N2c2ncccn2)cc1 (stereo not drawn),0.1,5,2.0,-5,-1,7.5,2.5,1.6,-5,-0.2,-0.2
COc1ccc(NC(=O)Cn2c(=O)n(CC3CCCO3)c(=O)c3ccccc32)c(OC)c1 (stereo not drawn),-0.1,1,-0.7,-1,2,0.1,1.1,2.3,6,-1.0,-1.9
CC(C)CCn1c(SC(C)C(=O)NC2CC2)nc2ccccc2c1=O (stereo not drawn),1.6,4,2.2,-3,0,-0.1,0.1,0.5,-2,-1.1,-2.4
COc1ccc(C(=O)NNC(=O)c2ccccn2)cc1,1.1,10,-0.8,-2,4,-2.6,-12,-6.1,-7,-2.5,-8.0
COc1ccc(OCC(=O)N2CCN(C(=O)c3cccc(F)c3)CC2)cc1,-0.3,9,-1.0,2,-3,-0.3,-1.0,-0.3,-1,-1.1,1.1
CCCCOC(=O)Nc1ccc(N2CCOCC2)cc1,1.0,3,2.2,0,2,-1.8,1.6,2.6,10*,-1.1,6.0
O=C1Nc2cc(Cl)c(Cl)cc2N(O)N1c1ccccc1Cl,-0.4,-6,0.0,-3,3,-2.9,2.9,0.5,4,-0.5,0.2
Cc1ccc2nc(N(CCCN(C)C)C(=O)c3ccc4c(c3)CCCC4)sc2c1,-0.3,-1,0.1,1,-20,-0.6,-6.5,-1.8,-3,-1.2,-4.5
COc1cc(NC(=O)CCN2CCN(Cc3ccccc3)CC2)cc(OC)c1,-0.2,-7,-2.3,-5,-3,-2.1,-1.5,-0.2,4,-1.2,-0.2
COC(=O)c1cc(C#N)c(SCc2ccccc2)nc1C,0.2,8,0.1,1,-2,-1.3,5.1,-0.7,2,-1.2,-1.1
COc1ccc(NC(=O)NCCCN2CCCC2=O)c(OC)c1,-0.6,8,-1.2,1,-2,1.7,-1.1,-0.3,5,-1.1,-1.8
CCCCN1C(=O)C(CC(=O)NC2CCCC2)CC(C(=O)N(C)C)=C1C (stereo not drawn),-0.3,-2,-1.4,-3,3,1.0,-0.8,1.5,-2,-0.9,0.6
COc1cccc(CNC(=O)c2ccccc2C(=O)NC(C)(C)C(=O)NCc2cccc(OC)c2)c1,-0.1,-4,1.1,-1,0,-1.0,-0.2,0.6,-4,0.4,-1.2
COc1ccc(C2=NNC(c3ccco3)=Nc3ccc(F)cc32)cc1,0.4,-2,1.2,0,-5,-2.7,1.7,2.5,-3,-0.8,2.9
CCOC(=O)N1CCN(C(=O)c2cccc(S(=O)(=O)Nc3ccccc3Cl)c2)CC1,-0.7,-2,0.0,-3,3,-1.4,0.9,0.2,-3,-1.1,-2.1
CN(C)c1ccc(NC(=O)c2ccncc2)c2ccccc12,-0.3,-6,1.1,0,-6,-1.9,1.1,-0.5,3,-0.8,-2.4
COc1cc(C(=O)Nc2ccc3nc(N4CCOCC4)sc3c2)cc(OC)c1OC,-0.5,-4,-1.7,1,0,-1.3,0.1,-0.3,-1,-0.9,-1.5
Cn1cnc([N+](=O)[O-])c1Sc1nnc(-c2ccccc2)c(-c2ccccc2)n1,-1.1,-6,-0.8,-3,1,2.2,nt,nt,-2,-1.0,-1.9
OC(c1ccc(F)c(F)c1)c1ncc(-c2ccccc2F)[nH]1 (stereo not drawn),-0.9,-1,-1.4,-3,1,0.3,2.2,nt,-2,-0.8,2.5
Cc1nnc(SCc2cccc3ccccc23)n(N)c1=O,0.3,-3,0.9,-1,0,0.3,0.8,-0.8,-3,-1.7,0.8
CC(NC(=O)c1c(O)c2ccccc2[nH]c1=O)c1ccccc1 (stereo not drawn),-0.1,1,-0.9,0,1,1.4,0.7,0.3,-3,-0.8,-0.7
COc1ccc(-c2csc(N(C)C(=O)c3cccs3)n2)cc1,2.9,-5,-0.9,-4,-5,5.8,6.9,2.7,1,-0.7,6.6
Cc1cc(Cl)cc(Cl)c1OCC(=O)NCc1ccco1,0.5,7,-1.7,-2,2,1.9,1.0,0.0,-2,-0.9,-0.9
Cc1nc(S(=O)(=O)Nc2ccccc2C(=O)NCC2CC2)cn1C,-0.2,-73,-0.8,-35,5,-0.7,1.0,1.7,2,-1.2,-2.5
Oc1ccc(/C=N/Nc2ccc(C(F)(F)F)cn2)cc1O,2.0,13,4.1,7,3,-5.3,nt,nt,-3,-0.4,3.8
CSc1cccc(NCc2ccc([N+](=O)[O-])cc2)c1,0.3,-2,0.6,0,1,-2.3,2.2,0.1,-1,-0.3,-0.8
Oc1cccc2ccc(/C=C/c3cccs3)nc12,2.0,-7,17*,3,8,-3.9,11*,3.8,13*,2.3*,20*
CN(C)CCCNc1cn[nH]c(=O)c1Cl,0.0,-7,-0.7,-2,-1,0.5,3.0,0.7,-1,-1.4,-1.4
CCOc1ccccc1N(CC(=O)NCCc1ccc(OC)c(OC)c1)S(=O)(=O)c1ccccc1,-0.6,1,5.0,-1,4,-2.5,4.0,-0.3,-1,-0.5,0.4
COc1ccccc1-c1sc2ccccc2c1C#CC1(O)CCCCC1,0.3,-10,1.9,-5,-4,-1.9,2.5,1.5,-2,-0.3,1.5
O=C(N/N=C/c1ccco1)c1cc(-c2ccccc2)n[nH]1,-0.2,2,-1.2,2,9,-3.3,1.5,1.0,3,-1.4,0.8
Cc1nn(Cc2c(Cl)cccc2Cl)c(C)c1NC(=O)c1sc2ccccc2c1Cl,0.2,1,-2.2,1,4,1.0,-3.1,-0.5,0,-1.3,0.0
O=C(Nc1ccc(Cl)cc1)C1CCN(C(=O)c2ccco2)CC1,-0.3,-3,-2.1,-5,-1,-1.0,2.9,-1.6,-3,-1.4,-1.2
CCc1ccc(-c2nn(-c3ccccc3)cc2CSC(=N)N)cc1,0.7,12,-1.1,4,-4,-0.2,nt,nt,-2,-1.0,0.6

# Compound profiles (already shown). Order of screens: DAX1 inh-1 | ADAM10 inh | hcDAF-12 act | ADAM17 inh | NPR1 activator | PG9 Ab binder | GAA850 FXN act | DAX1 inh-2 | SMARCA2 activ | ssDAF12 agonist | hgDAF12 agonist
# Results for Cc1nc(S(=O)(=O)Nc2ccccc2C(=O)NCC2CC2)cn1C = -0.2 | -73 | -0.8 | -35 | 5 | -0.7 | 1.0 | 1.7 | 2 | -1.2 | -2.5
# Results for CSc1cccc(NCc2ccc([N+](=O)[O-])cc2)c1 = 0.3 | -2 | 0.6 | 0 | 1 | -2.3 | 2.2 | 0.1 | -1 | -0.3 | -0.8
# Results for CC(NC(=O)c1c(O)c2ccccc2[nH]c1=O)c1ccccc1 (stereo not drawn) = -0.1 | 1 | -0.9 | 0 | 1 | 1.4 | 0.7 | 0.3 | -3 | -0.8 | -0.7
# Results for COc1cc(C(=O)Nc2ccc3nc(N4CCOCC4)sc3c2)cc(OC)c1OC = -0.5 | -4 | -1.7 | 1 | 0 | -1.3 | 0.1 | -0.3 | -1 | -0.9 | -1.5

# (next part)
SMILES,DAX1 inh-1,ADAM10 inh,hcDAF-12 act,ADAM17 inh,NPR1 activator,PG9 Ab binder,GAA850 FXN act,DAX1 inh-2,SMARCA2 activ,ssDAF12 agonist,hgDAF12 agonist
CCOc1ccc(N(CC(=O)N2CCCC2)S(=O)(=O)c2c(C)noc2C)cc1,0.1,-13,0.1,-3,0,0.1,0.8,0.5,-1,-0.3,1.1
COc1cccc(/C(O)=C2/C(=O)C(=O)N(CCCN3CCOCC3)C2c2ccncc2)c1 (stereo not drawn),-0.1,0,-1.9,-5,4,2.6,-1.3,0.0,-2,-1.1,-1.0
COc1ccc(C(C)=O)cc1CN1CCCCC1,-0.8,-2,-0.5,-1,3,0.4,0.1,0.0,-2,-0.8,-0.1
O=C(C1CCN(S(=O)(=O)c2ccc(-n3cnnn3)cc2)CC1)N1CCCCC1,-0.3,-5,-2.2,-3,0,-1.6,-0.1,0.3,-1,-1.2,-2.9
Cn1c(SCC(=O)c2ccccc2)nnc1C1COc2ccccc2O1 (stereo not drawn),-0.1,-9,-0.7,1,-7,-0.6,-1.4,-2.3,-2,-0.2,0.7
O=C(c1cccnc1NCc1ccccc1)N1CCOCC1,0.0,-11,0.6,-8,7,1.6,0.7,-0.4,-2,-0.5,-0.8
Cc1nc(N2CCCCC2)c2sc(=S)n(C)c2n1,-0.3,-21,0.3,0,2,-2.4,-0.1,0.0,-3,-1.1,-1.0
Cc1ccc(NCc2ccc([N+](=O)[O-])s2)cc1,-1.4,-2,-1.6,1,-1,-1.7,0.9,2.2,1,-1.0,0.9
O=C(C1CCCN(S(=O)(=O)c2cnc[nH]2)C1)N1CCN(c2ccc(Cl)cc2)CC1 (stereo not drawn),-0.8,-4,1.0,-3,-2,-0.1,-1.3,2.4,-1,-1.0,1.0

# Screening data: PubChem BioAssay, several laboratories
